Bioassay records: PubChem, several laboratories
SKN-1 block – inhibitors of C. elegans SKN-1. C. elegans VP596 Pgst-4::GFP/RFP ratio, acrylamide-induced, 24 h. inhibition, % at 21.8 µM. 0.49% of 360,000 active. AID 624304;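 active = interference check ratio from 0.5 to 1.5 plus GFP to RFP signal ratio inhibition reaching or exceeding a fixed threshold, cut at about 30% in these data, passing the limit was not always enough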; also: some compounds called inactive have numbers as strong as hits
CendR NRP1 mod – alters CendR peptide binding to human NRP-1; FAM-RPARPAR peptide binding to NRP-1, fluorescence polarization; inhibition, % at 25 µM; 0.85% of 360,000 active; O14786;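 active = inhibition or corrected inhibition above about 18%, plus a signal ratio from 0.5 to 1.5, limit read from the data, passing the limit was not always enough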; also: strong numbers were not always called active
NadD block – inhibitors of Staphylococcus aureus NadD; purified NadD enzyme, colorimetric absorbance read-out; 0.78% of 360,000 active; inhibition, % at 20 µM; in the data active = inhibition above about 26%; also: some compounds past the cut are filed as inactive
DNMT1 block – DNMT1 (human) enzyme inhibition; P26358; DNMT1 molecular beacon, Hinp1I cleavage, fluorescence; inhibition (reported as % activation of signal), % at 10 µM; 0.83% of 360,000 active; AID 588458; in the data active = inhibition above about 50%
Target sequence (P26358 504-1616 limits assumed): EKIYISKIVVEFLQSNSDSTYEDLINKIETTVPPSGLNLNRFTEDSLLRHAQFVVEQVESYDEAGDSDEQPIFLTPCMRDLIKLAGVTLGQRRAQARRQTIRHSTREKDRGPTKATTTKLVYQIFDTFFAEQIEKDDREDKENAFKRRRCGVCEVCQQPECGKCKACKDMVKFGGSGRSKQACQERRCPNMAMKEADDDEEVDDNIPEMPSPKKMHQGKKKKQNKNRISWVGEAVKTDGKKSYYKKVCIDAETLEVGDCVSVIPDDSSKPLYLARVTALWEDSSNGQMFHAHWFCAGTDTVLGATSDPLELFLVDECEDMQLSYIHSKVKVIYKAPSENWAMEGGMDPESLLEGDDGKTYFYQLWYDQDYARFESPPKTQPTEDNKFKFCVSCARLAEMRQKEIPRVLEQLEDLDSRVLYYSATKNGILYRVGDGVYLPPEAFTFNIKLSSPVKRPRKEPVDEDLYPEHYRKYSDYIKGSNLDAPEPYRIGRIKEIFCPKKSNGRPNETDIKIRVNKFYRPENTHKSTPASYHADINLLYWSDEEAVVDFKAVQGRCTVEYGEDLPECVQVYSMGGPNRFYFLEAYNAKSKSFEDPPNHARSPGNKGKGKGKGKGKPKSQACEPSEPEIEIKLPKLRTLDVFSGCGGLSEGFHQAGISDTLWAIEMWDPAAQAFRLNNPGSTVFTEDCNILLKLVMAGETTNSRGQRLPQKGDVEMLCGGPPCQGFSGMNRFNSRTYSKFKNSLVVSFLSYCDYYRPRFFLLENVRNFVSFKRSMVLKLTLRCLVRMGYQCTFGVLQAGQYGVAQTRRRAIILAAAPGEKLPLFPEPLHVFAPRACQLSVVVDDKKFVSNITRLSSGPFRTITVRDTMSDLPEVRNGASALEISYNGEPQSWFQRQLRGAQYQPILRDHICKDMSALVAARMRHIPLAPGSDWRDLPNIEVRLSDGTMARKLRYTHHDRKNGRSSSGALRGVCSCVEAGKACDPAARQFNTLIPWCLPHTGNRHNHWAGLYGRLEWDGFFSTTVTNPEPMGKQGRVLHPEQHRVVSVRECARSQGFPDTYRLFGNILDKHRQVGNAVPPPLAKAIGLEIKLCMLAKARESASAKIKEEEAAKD
LMPTP inh – LMPTP (human) inhibition; inhibition, % at 20 µM; 0.22% of 360,000 active; recombinant LMPTP-A, OMFP fluorogenic substrate, fluorescence intensity; P24666;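 active = compounds that cut the enzyme signal by at least half of the control window in the single-dose screen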;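 also: plate controls were DMSO wells with enzyme plus substrate for no effect and substrate without enzyme for full effect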
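Assay system: LMPTP-A phosphatase enzyme | Input: 0.625 nM enzyme | Also added: Fluorogenic phosphatase substrate OMFP at 400 µM final | Compound dosing: One test concentration per compound, 20 µM, with 3% DMSO overall | Schedule: 50 min enzyme reaction at room temperature, protected from light | Signal: Fluorescence intensity | Benchmarks: no-enzyme and uninhibited controls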
Neddylation inh – blocks human cullin neddylation. 0.58% of 360,000 active. P61081+Q13564. calls only at 25 µM. TR-FRET cullin neddylation, biochemical; in the data active = inhibition above about 36%
Tb MetRS inh – blocks T. brucei methionyl-tRNA synthetase activity | 0.4% of 360,000 active | purified T. brucei MetRS, ATP depletion, Kinase-Glo luminescence | inhibition, % at 11.9 µM;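 active = inhibition above a per-plate cutoff of the control wells' mean inhibition plus 3 SD, cut at about 5.5% in these data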;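 also: 0% = DMSO wells median and 100% = median of wells with control inhibitor compound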
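Test system – parasite MetRS enzyme · Reagent – substrates ATP, L-methionine and bulk Escherichia coli tRNA · Doses – 11.9 µM compound single dose, 0.9% DMSO · Times – 15 min enzyme-compound preincubation, 2 h reaction, 10 min detection, 25 °C · Signal – Kinase-Glo luminescence, ATP depletion format · Controls – DMSO-only wells as low control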
Scp1 inh – Scp-1 (human) phosphatase inhibition; inhibition, % at 20 µM; Recombinant Scp1, phosphopeptide, malachite green phosphate absorbance; 0.88% of 340,000 active;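 active = inhibition above about 50% at 20 µM, limit read from the data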;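 also: plate controls were DMSO wells with enzyme for no effect and wells lacking enzyme for full effect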
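Material: truncated SCP-1 phosphatase (76-261aa) / Buffer or medium: 50 mM Tris acetate pH 5.5, 0.005% Tween-20, 10 mM MgCl2 / Compound dosing: one concentration, 20 µM, with 1.0% DMSO / Incubation: 45 min room-temperature reaction, 5 min colour, 30 min stabiliser / Detection: colorimetric free-phosphate detection, absorbance 630 nm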
STEP block – blocks human striatal-enriched tyrosine phosphatase; P54829; recombinant STEP, OMFP fluorogenic substrate, fluorescence; inhibition, % at 20 µM; 0.25% of 360,000 active; AID 588621;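 active = inhibition at 20 µM, scaled per plate between control wells, above about 37%, limit read from the data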;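 also: 0% = DMSO with enzyme and substrate and 100% = substrate only without enzyme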
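Material: STEP (striatal-enriched tyrosine phosphatase) enzyme, cell-free | Medium: 50 mM Bis-Tris pH 6.0 with 2.5 mM DTT and 0.005% Tween 20 | Read-out: Percent inhibition scaled to no-enzyme and uninhibited-enzyme controls, plate-pattern corrected | Signal: Fluorescence read at 480 nm ex / 540 nm em | Times: 20 min reaction, room temperature, in the dark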
SUMO1-SIM PPI – modulators of human SUMO1-mediated protein-protein interactions; SUMO1 binding to a labelled peptide, TR-FRET, 1 h; inhibition, % at 20 µM; AID 602429; 0.33% of 360,000 active; P63165; in the data active = inhibition above about 37%
Numbers without * were called inactive; i = inactive; nt = no result given.

[1] Cc1ccc(N2C(=O)C3CC3C2=O)cc1 (centres undefined)
[2] COc1ccc(S(=O)(=O)NCC(=O)N(CC(=O)NCc2ccco2)Cc2ccccc2)cc1
[3] CC(=O)Nc1cc(C(=O)N(C)Cc2ccccc2)ccc1S(=O)(=O)c1ccc(C)cc1
[4] CN(C)/C=C/C(=O)c1ncc(C(F)(F)F)cc1Cl
[5] COc1ccc(NC(=O)c2ccc([N+](=O)[O-])s2)c([N+](=O)[O-])c1
[6] O=C(c1cccs1)N1CCN(S(=O)(=O)c2ccccc2)CC1
[7] CCOCCCNC(=O)C(c1ccc(C)cc1)N(Cc1ccc2c(c1)OCO2)C(=O)c1ccccn1 (centres undefined)
[8] O=C1C2C3C=CC(CC3)C2C(=O)N1c1ccc([N+](=O)[O-])cc1 (centres undefined)
Compound	1	2	3	4	5	6	7	8
SKN-1 block	4	14	2	2	-18	-17	6	1
CendR NRP1 mod	-1	9	3	-7	2	-14	8	-12
NadD block	-5	-7	-4	-6	12	-2	3	-7
DNMT1 block	-3	3	2	0	-1	3	2	-1
LMPTP inh	-1.3	0.3	-1.1	-0.7	0.3	-1.2	-1.6	-1.3
Neddylation inh	i	i	i	i	i	i	i	i
Tb MetRS inh	-0.2	-0.6	-0.6	-0.7	-0.3	-0.8	-0.3	0.1
Scp1 inh	-5	-1	-14	-9	-3	-8	-9	-7
STEP block	0	2	0	-1	1	-2	2	0
SUMO1-SIM PPI	2	-1	7	-3	-12	4	3	-12

[9] CN1C(=O)C2(C(C#N)=C(N)Oc3n[nH]c(-c4ccc(Cl)cc4)c32)c2ccccc21 (centres undefined)
[10] CC1=NN(C(=O)CCc2ccccc2)C(c2ccccc2)C1 (centres undefined)
[11] CCOC(=O)c1[nH]c2c(c1-c1ccccc1)C(=O)CC(c1ccc(OC)c(OC)c1)C2 (centres undefined)
[12] O=C(NC1CCCCCC1)C(=S)NCc1ccccc1
[13] CC(=O)Nc1ccc(C2=NOC(C)(C)C(=O)N2Cc2cccc(C#N)c2)cc1
[14] CC(CNC(=O)C1CCCCC1)NC(=O)C1CCCCC1 (centres undefined)
[15] Cc1ccc(C(=O)CCC(=O)Nc2ccccc2C)c(C)c1
[16] O=C(NCCCCl)C1CC(=O)N(CCc2ccc(F)cc2)C1 (centres undefined)
Compound	9	10	11	12	13	14	15	16
SKN-1 block	8	10	15	14	3	2	-4	1
CendR NRP1 mod	-15	-16	-3	-2	7	0	6	-13
NadD block	-3	3	4	-3	-2	-1	-5	-5
DNMT1 block	-6	-3	-2	0	-2	3	0	-7
LMPTP inh	-0.8	-1.9	0.7	2.2	-1.3	0.4	-3.2	-2.3
Neddylation inh	i	i	i	i	i	i	i	i
Tb MetRS inh	-0.4	0.1	-0.7	-0.4	0.0	-0.2	0.1	-0.5
Scp1 inh	-5	-10	-7	-12	nt	7	3	-2
STEP block	-2	-2	3	1	1	1	1	-2
SUMO1-SIM PPI	-2	3	8	3	18	1	3	0

[17] CC1(OCON)CCCc2ccccc21 (centres undefined)
[18] CN(C(=O)c1ccc(NC(=O)Cc2cccc(NC(=O)C3CCCN(C(=O)CCc4ccccc4)C3)c2)cc1)C1CC1 (centres undefined)
[19] O=C(CCN1C(=O)C2C3C=CC(C3)C2C1=O)NCCc1ccccc1 (centres undefined)
[20] CC(CC(=O)N(C)c1c(N)n(Cc2ccccc2)c(=O)[nH]c1=O)c1ccccc1 (centres undefined)
[21] Clc1cccc(N2CCN(CCCN3CCN(c4ccccc4)CC3)CC2)c1
[22] Cc1ccc(-c2c(C)sc3nc(CN4CCN(CC(=O)NC5CC5)CC4)[nH]c(=O)c23)cc1
[23] O=C(COC(=O)CCN1C(=O)c2cccc([N+](=O)[O-])c2C1=O)NCc1ccccc1
[24] Cc1cc(C)c(NC(=O)Cn2nnc(C(=O)NCc3ccc4c(c3)OCO4)c2N)c(C)c1
Compound	17	18	19	20	21	22	23	24
SKN-1 block	4	-3	13	-20	14	-7	2	8
CendR NRP1 mod	22	2	12	0	10	-10	0	-3
NadD block	-3	9	-5	1	-4	-2	1	-3
DNMT1 block	5	-5	2	48	0	0	18	19
LMPTP inh	-2.0	-0.2	-0.7	-1.4	1.1	-1.2	0.1	0.0
Neddylation inh	i	i	i	i	i	i	i	i
Tb MetRS inh	-0.5	0.1	-0.3	-0.3	0.0	-0.1	-0.4	0.1
Scp1 inh	-1	0	-12	2	-10	-11	-3	-9
STEP block	-1	0	-6	-2	-2	-3	-3	-1
SUMO1-SIM PPI	-3	3	-2	6	0	3	-9	0

[25] O=C(O)c1ccc(CSc2ccccn2)cc1
[26] Cc1ccc2[nH]cc(S(=O)(=O)c3ccc(C(C)C)cc3)c(=O)c2c1
[27] COc1ccccc1S(=O)(=O)NCc1ccc(C(=O)NC(C)c2ccccn2)cc1 (centres undefined)
[28] CCc1c(-c2ccc(OC)cc2)ncn1Cc1cccc(-c2ccccc2)c1
[29] CN(C)c1cccc(NC(=O)C2Cc3c(-c4cccnc4)ccnc3O2)c1 (centres undefined)
[30] C=CCn1c(SCC(=O)O)nnc1-c1ccc(C(C)(C)C)cc1
[31] CCOC(=O)C1CCN(S(=O)(=O)c2ccc(CN3C(=O)c4cccnc4C3=O)cc2)CC1
[32] C=CCn1c(NCCO)nc2sc3c(c2c1=O)CCC3
Compound	25	26	27	28	29	30	31	32
SKN-1 block	8	5	-9	0	-1	1	12	9
CendR NRP1 mod	10	12	8	-11	-5	9	-6	-10
NadD block	-2	3	-2	nt	3	0	-5	-4
DNMT1 block	1	-1	3	nt	-3	-2	3	-1
LMPTP inh	-1.5	0.3	-1.8	9.0	-1.4	-1.8	-0.2	-1.5
Neddylation inh	i	i	i	i	i	i	i	i
Tb MetRS inh	-0.1	2.8	0.2	-1.0	-0.3	-0.7	-0.7	-0.3
Scp1 inh	-4	-6	-1	nt	nt	-5	-3	-6
STEP block	-3	0	1	nt	-4	-3	2	0
SUMO1-SIM PPI	-3	1	0	6	0	-1	-19	3

Copied from above, nos. 31–32
[31] CCOC(=O)C1CCN(S(=O)(=O)c2ccc(CN3C(=O)c4cccnc4C3=O)cc2)CC1
[32] C=CCn1c(NCCO)nc2sc3c(c2c1=O)CCC3
Compound	31	32
SKN-1 block	12	9
CendR NRP1 mod	-6	-10
NadD block	-5	-4
DNMT1 block	3	-1
LMPTP inh	-0.2	-1.5
Neddylation inh	i	i
Tb MetRS inh	-0.7	-0.3
Scp1 inh	-3	-6
STEP block	2	0
SUMO1-SIM PPI	-19	3

(cont.)
[33] CN(C)c1cccc(C(=O)OCC(=O)NC2CCCC2)c1
[34] COc1ccc(OC)c(S(=O)(=O)NC(C)c2ccc(-n3ccnc3)cc2)c1 (centres undefined)
[35] O=c1c(Cc2ccccc2)c(O)ccn1Cc1ccc2c(c1)OCO2
[36] Cc1[nH]c2ccc(C(=O)NC3CCCC3)cc2c1C
[37] C=CCOC(=O)C1=C(C)NC(=O)NC1c1ccc(N(C)C)cc1 (centres undefined)
[38] Cc1ccc(S(=O)(=O)Nc2ccccc2C(=O)Nc2sccc2C(=O)NN(C)C)cc1
[39] Cc1onc(-c2ccccc2)c1-c1ccnc(N)n1
[40] Cc1ccc(C)c(NC(=O)C(=O)NCc2ccccn2)c1
[41] Cc1ccc(S(=O)(=O)NCC(C)n2nc(C)cc2C)cc1 (centres undefined)
[42] COc1ccc(C2=Nn3c(nnc3-c3cccnc3)SC2)cc1
Compound	33	34	35	36	37	38	39	40	41	42
SKN-1 block	1	-1	-21	-3	-6	-3	5	-5	0	30
CendR NRP1 mod	6	5	20	10	2	-1	0	5	7	6
NadD block	-1	-2	3	2	-4	0	0	1	1	6
DNMT1 block	0	-1	-1	7	0	-2	-2	1	2	1
LMPTP inh	-2.4	-0.6	1.2	0.3	-0.1	-1.1	-0.7	-1.4	-0.8	-0.5
Neddylation inh	i	i	i	i	i	i	i	i	i	i
Tb MetRS inh	0.4	-0.5	-0.5	-0.6	-1.1	-0.2	0.5	-1.0	-0.1	-0.3
Scp1 inh	-1	-12	0	6	-6	-7	-7	5	-3	-5
STEP block	2	-4	-2	1	0	0	3	-4	-2	0
SUMO1-SIM PPI	1	-1	-2	2	0	2	2	4	-2	-3

Structural class, the entries above containing an NH in an aromatic ring (six)
[9] CN1C(=O)C2(C(C#N)=C(N)Oc3n[nH]c(-c4ccc(Cl)cc4)c32)c2ccccc21 (centres undefined)
[11] CCOC(=O)c1[nH]c2c(c1-c1ccccc1)C(=O)CC(c1ccc(OC)c(OC)c1)C2 (centres undefined)
[20] CC(CC(=O)N(C)c1c(N)n(Cc2ccccc2)c(=O)[nH]c1=O)c1ccccc1 (centres undefined)
[22] Cc1ccc(-c2c(C)sc3nc(CN4CCN(CC(=O)NC5CC5)CC4)[nH]c(=O)c23)cc1
[26] Cc1ccc2[nH]cc(S(=O)(=O)c3ccc(C(C)C)cc3)c(=O)c2c1
[36] Cc1[nH]c2ccc(C(=O)NC3CCCC3)cc2c1C
Compound	9	11	20	22	26	36
SKN-1 block	8	15	-20	-7	5	-3
CendR NRP1 mod	-15	-3	0	-10	12	10
NadD block	-3	4	1	-2	3	2
DNMT1 block	-6	-2	48	0	-1	7
LMPTP inh	-0.8	0.7	-1.4	-1.2	0.3	0.3
Neddylation inh	i	i	i	i	i	i
Tb MetRS inh	-0.4	-0.7	-0.3	-0.1	2.8	-0.6
Scp1 inh	-5	-7	2	-11	-6	6
STEP block	-2	3	-2	-3	0	1
SUMO1-SIM PPI	-2	8	6	3	1	2
